PKM2 activator – increases activity of human pyruvate kinase M2 | AID 1631 | purified PKM2, Kinase-Glo ATP luminescence, activation; response scale: 0% is enzyme alone, no compound | Potency, µM (top dose mostly 57.5 µM), for the others: at the highest dose activation, most hits filed as activators | 0.34% of 260,000 active; also: potency is read from the fitted curve at half-maximal effect; % is scaled to controls: 0 for no effect and ±100 for the full control effect; nearly all actives have a fitted effect of over 55% in size
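Purified hPK-M2 (>95%) run at intermediate activity with 0.1 mM ADP and 0.5 mM PEP in 50 mM imidazole pH 7.2, KCl, MgCl2; 1 h room temperature. ATP formed read by Kinase-Glo luminescence; normalized to uninhibited and no-enzyme controls.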
FBPA coupling cs – coupling enzyme interference in Giardia aldolase counter-screen; 0.67% of 290,000 active; activity change, negative = inhibition, % at 58.2 µM, hits read low; AID 2472; coupling enzyme system counterscreen, AmpLite Red fluorescence; in the data active = activity change below about -30%; also: % is scaled to controls: 0 for no effect and ±100 for the full control effect
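Compounds tested against the coupling enzymes alone at 57.5 uM final; readout was AmpLite Red fluorescence (525/598 nm) after 20 min at RT.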
a7 integrin act – activators of alpha7 integrin expression for muscular dystrophy; Potency, µM (series often up to 38.3 µM), without a hit: at the highest dose activation, hits mostly activators; AID 624291; 0.064% of 350,000 active; alpha7betagal myoblasts, beta-gal FDG fluorescence, 48 h;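 also: potency is read from the fitted curve at half-maximal effect; 100% = response of the positive control SU9516; nearly all actives have a fitted effect of over 60% in size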
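Alpha7betagal+/- myoblasts (passage 13) were plated 16-24 hr, then exposed to compounds (1:260 dilution of DMSO stock) for 48 hours at 37C. After MPER lysis, β-galactosidase reporter activity was read as FDG fluorescence (ex 480/em 540) after 30 minutes.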
Tb PFK inh – blocks T. brucei phosphofructokinase; 0.17% of 330,000 active; T. brucei PFK, ADP-Glo luminescence; Potency, µM (titrated, usually from 57.5 µM), for the others: at the highest dose activity, negative = inhibition, most hits filed as inhibitors; O15648;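 also: potency is read from the fitted curve at half-maximal effect; 0% = uninhibited 1x PFK enzyme wells and -100% = no-enzyme wells; nearly all actives have a fitted effect of over 60% in size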
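Compounds were pin-transferred as a titration series up to 57 uM into substrate buffer (0.5 mM F6P, 0.1 mM ATP, pH 8.0), then 1.25 nM PFK was added and reactions ran 45 min before ADP-Glo detection.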
B2AR arrestin – agonists driving beta-arrestin recruitment to human beta2-adrenergic receptor | P07550 | beta-arrestin recruitment to beta2AR, cell-based reporter | Potency, µM (top dose mostly 46.1 µM), for inactives: top-dose activation, hits mostly activators | 0.02% of 330,000 active | AID 492947;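 also: potency is read from the fitted curve at half-maximal effect; 0% = DMSO controls and full agonism = EC100 isoproterenol or metaproterenol; nearly all actives have a fitted effect of over 65% in size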
GALK inh – galactokinase (human) inhibition | P51570 | Purified GALK, Kinase-Glo residual ATP luminescence | Potency, µM (titrated, usually from 57.5 µM), for inactives: at the top dose activity change, negative = inhibition, actives largely listed as inhibitors | 0.007% of 270,000 active; also: potency is read from the fitted curve at half-maximal effect; % is scaled to controls: 0 for no effect and ±100 for the full control effect
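ATP-depletion format; final 35 uM ATP, 100 uM D-galactose, 5 nM enzyme; pH 8.0 HEPES/Mg2+ buffer; 60 min RT; luminescence read 10 min after detection reagent.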
Menin MLL FP TR – displaces Texas Red mutant MLL peptide from human menin. O00255. Menin + Texas Red MLL mutant peptide, fluorescence polarization. Potency, µM (doses to about 61.6 µM), without a hit: at the top dose FP activity change, negative = inhibition, hits mostly inhibitors. 0.23% of 270,000 active. AID 1768; active = well fitted inhibition curve with a large enough effect in the polarisation, with a control signal flat, not every such curve was filed as active; inconclusive = small, poorly fitted or top-dose-only effect, or effect the other way, or a change in a side signal; inactive = no such curve, though single readings can be large or run the other way; the % refers to the polarisation; also: potency is read from the fitted curve at half-maximal effect; % of control where 0% means no effect; many of its hits are not listed in these tables
ASM inhibitor – inhibitors of human secretory acid sphingomyelinase; P17405; placental ASM, HMU-PC fluorogenic substrate, 60 min; Potency, µM (doses to about 57.5 µM), for the others: top-dose activity change, negative = inhibition, usual class: inhibitors; 0.006% of 340,000 active; AID 504937; also: potency is read from the fitted curve at half-maximal effect
Target sequence (P17405 47-631 limits assumed): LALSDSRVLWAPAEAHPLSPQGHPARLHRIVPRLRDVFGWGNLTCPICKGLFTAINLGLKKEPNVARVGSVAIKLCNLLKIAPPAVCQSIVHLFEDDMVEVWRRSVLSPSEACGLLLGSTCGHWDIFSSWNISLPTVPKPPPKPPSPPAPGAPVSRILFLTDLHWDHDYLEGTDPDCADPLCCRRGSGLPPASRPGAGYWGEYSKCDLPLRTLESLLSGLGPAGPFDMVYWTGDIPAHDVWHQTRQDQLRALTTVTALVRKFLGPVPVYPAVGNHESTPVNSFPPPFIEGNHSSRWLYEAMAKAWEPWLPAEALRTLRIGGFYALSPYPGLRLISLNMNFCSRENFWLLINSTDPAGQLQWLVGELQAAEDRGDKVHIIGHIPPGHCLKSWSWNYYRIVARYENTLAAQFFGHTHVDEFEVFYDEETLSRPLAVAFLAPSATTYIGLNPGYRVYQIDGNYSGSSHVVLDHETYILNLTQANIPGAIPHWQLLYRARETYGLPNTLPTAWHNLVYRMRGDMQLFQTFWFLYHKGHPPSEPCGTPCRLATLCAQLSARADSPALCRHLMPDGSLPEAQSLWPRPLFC
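Fluorogenic HMU-PC substrate (9 uM final) is turned over by placental ASM in 60 min at 37 C after a 10 min compound preincubation. Reaction ended by alkaline stop (pH 10), with fluorescence read at 386/447 nm.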
TSG101-PTAP inh – blocks PTAP/TSG101 interaction to inhibit HIV-1 budding; Q99816; Fluorescence polarization, FITC-PTAP peptide / Tsg101 binding; Potency, µM (titrated, usually from 115 µM), inactives show at the top dose activity change, negative = inhibition, hits mostly inhibitors; 340,000 tested, under 10 active; AID 493005; active = well fitted inhibition curve with a large enough effect in the main read-out, with a control signal flat, not every such curve was filed as active; inconclusive = small, poorly fitted or top-dose-only effect, or effect the other way, or a change in a side signal; inactive = no such curve, though single readings can be large or run the other way; also: potency is read from the fitted curve at half-maximal effect; % of control where 0% means no effect
Target sequence (Q99816 whole entry, looked up): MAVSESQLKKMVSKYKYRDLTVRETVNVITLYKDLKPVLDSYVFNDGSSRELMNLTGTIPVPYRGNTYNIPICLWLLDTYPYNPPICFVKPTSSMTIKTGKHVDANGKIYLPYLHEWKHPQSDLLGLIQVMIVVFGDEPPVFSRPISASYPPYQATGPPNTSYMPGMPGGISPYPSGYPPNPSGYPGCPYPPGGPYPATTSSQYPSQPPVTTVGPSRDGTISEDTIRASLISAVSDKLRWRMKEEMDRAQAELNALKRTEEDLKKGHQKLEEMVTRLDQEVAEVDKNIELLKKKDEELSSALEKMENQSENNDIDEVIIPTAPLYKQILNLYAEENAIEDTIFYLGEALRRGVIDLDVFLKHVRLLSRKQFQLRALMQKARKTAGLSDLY
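Compounds were pin-transferred onto Tsg101 binding domain (10 uM final) in HEPES pH 7.5 buffer, then FITC-PTAP peptide was added at 50 nM final. After 20 min at RT, polarization reported peptide displacement across a qHTS concentration series.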
BCR signal inh – blocks chronic active B-cell receptor signaling | ABC-DLBCL IkBa-CBG/CBR reporter, luminescence ratio, 4 h | Potency, µM (titrated, usually from 46.1 µM), for inactives: at the top dose ratio change, negative = lower green/red ratio, actives largely listed as inhibitors | 0.05% of 340,000 active | AID 493014; active = well fitted inhibition curve with a large enough effect in the signal ratio, with a control signal flat, not every such curve was filed as active; inconclusive = small, poorly fitted or top-dose-only effect, or effect the other way, or a change in a side signal; the % refers to the signal ratio;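 also: potency is read from the fitted curve at half-maximal effect; plate controls were basal doxycycline-induced cells for no effect and cells given 10 µM MG132 for full effect; MG132 reads +100%, hits lower the ratio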
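TMD8 ABC-DLBCL cells carrying doxycycline-inducible green luciferase fused to IkappaBalpha plus unfused red luciferase were exposed to compounds (up to 46 uM) for 4 hrs at 37C. Activity came from the overlap-corrected green/red luminescence ratio.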
Giardia killer – Giardia lamblia killing | Giardia lamblia trophozoite viability | activity change, % at 7.66 µM, hits read low | 0.15% of 340,000 active; in the data active = activity change below about -80%; inconclusive = between about -30% and that limit;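 also: parasites exposed to compound for two days anaerobically before the ATP read; % is scaled to controls: 0 for no effect and ±100 for the full control effect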
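Viability, read as ATP luminescence: trophozoites at 100 cells/well, compound added, 48 hrs anaerobic at 37 deg C, then 15-30 min room-temperature development before reading.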
* hit, by the source's call; ? = inconclusive; · = no result given; & = joins results of further samples; [ ] = remark or other dose. Unless noted, calls follow the shape of the dose curve; as a rule, active = well fitted curve in the direction sought with a large enough effect; inconclusive = small, poorly fitted or top-dose-only effect, or another doubt; inactive = no such curve, though single readings can be large; an effect the other way counts as inactive or inconclusive. An excerpt; rates above refer to the full screens.

SMILES | PKM2 activator | FBPA coupling cs | a7 integrin act | Tb PFK inh | B2AR arrestin | GALK inh | Menin MLL FP TR | ASM inhibitor | TSG101-PTAP inh | BCR signal inh | Giardia killer
CS(=O)(=O)N(Cc1ccccc1)c1ccc(C(=O)NCc2ccccc2)cc1 | 2.3% | 10.1 | -20.2% | -3.2% | -0.4% | -3.7% | 8.5% | 3.4% | -5.1% | 2.1% | -4.0
CCOC(=O)CSc1ncc(OC)c(=O)[nH]1 | 2.2% | -1.5 | 1.4% | -0.5% | -0.8% | -1.3% | 10.2% | -1.2% | -5.1% | -0.5% | -1.1
CC(C)CC(=O)Nc1ccc2oc(-c3ccncc3)nc2c1 | 2.3% | -1.8 | 16.3% | 1.3% | 0.5% | 4.0% | -7.9% | 29.6% | -1.7% | 4.5% | -5.9
Fc1ccccc1Sc1ccccc1CNC1=NCCN1 | -19.9% | 1.5 | -52.0%[inhibitor] | -4.7% | -0.2% | · | 11.0% | 2.4% | 0.2% | -3.5% | 3.7
Cc1noc(C)c1CCC(=O)N1CCCC(CCC(=O)NCc2ccccc2F)C1 (stereo not drawn) | -4.5% | 1.2 | -6.9% | 0.6% | -0.7% | 6.1% | -8.6% | 3.3% | -5.7% | ? | 21.2
CN(C(=O)CSC1=NC2C(N=N1)c1cc(Br)ccc1N2C)C1CCCCC1 (stereo not drawn) | -4.5% | -1.2 | -22.1% | -1.0% | -0.1% | 3.2% | 0.1% | -1.0% | -2.2% | 1.3% | -0.6
COC(=O)[C@@]1(Cc2ccc(F)cc2)[C@H]2c3cc(C(=O)N(C)C)n(Cc4ccccc4)c3C[C@H]2CN1C(=O)c1ccccc1 | 0.8%&-10.1% | 0.0&1.2 | 7.3% | -3.4% | -1.1% | · | -13.3%&3.6% | 8.3% | -7.3% | -4.6% | -8.5
O=C(OCC(=O)N1CCN(C(=O)c2ccco2)CC1)c1ccccc1C(=O)c1ccccc1 | ? | 2.4 | 2.5% | -10.8% | 0.3% | 7.2% | -15.3% | -3.6% | -4.0% | -3.6% | 5.0
CC(C)(C)c1ccc(NC(=O)N2CCCN(c3c(Cl)cncc3Cl)CC2)cc1 | -1.4% | -14.2 | 21.5% | -0.6% | 9.2% | · | · | -4.3% | 1.4% | 9.1% | 4.7
N/C(=N\OC(=O)c1ccc(Cl)c(Cl)c1)c1ccccn1 | -12.0% | 5.2 | -42.0% | -2.3% | -0.7% | 2.3% | ? | -0.2% | 1.7% | -22.0% | -3.3
Cc1[nH]n(-c2ccccc2)c(=O)c1/C=N/NC(=O)C(C)C | -35.6% | -15.9 | 8.2% | 5.1% | -1.3% | 0.6% | -9.9% | 4.4% | 0.2% | ? | -11.4
CC(C)c1ccc(C2C(C(=O)c3ccco3)=C(O)C(=O)N2CC2CCCO2)cc1 (stereo not drawn) | · | 1.1 | -9.7% | 1.7% | -0.1% | -1.6% | -9.4% | -13.4% | -2.3% | 8.0% | 0.5
COc1ccc(OC)c(NC(=O)c2cnc(Nc3ccccc3OC)c3ccccc23)c1 | 0.1% | -3.5 | -21.5% | 0.1% | -0.5% | · | 3.8% | · | 0.0% | -5.4% | 23.7
C=CCC1(C#N)C(=S)NC2=C(C(=O)CC(C)(C)C2)C1c1ccc(Br)cc1 (stereo not drawn) | 1.2% | 0.5 | -10.9% | -2.7% | 6.3% | · | 0.0% | -0.5% | -4.4% | 3.2% | -8.2
O=C(O)c1sccc1NC(=O)c1c(Cl)cccc1Cl | · | 17.8 | -37.2% | 2.6% | -0.2% | -1.2% | ? | 7.5% | -1.4% | 4.3% | -12.8
O=C1NC2c3ccccc3CC2O1 (stereo not drawn) | -2.7% | -4.5 | -13.1% | -0.1% | -0.3% | · | 1.7% | -0.6% | 1.1% | 0.1% | -4.4
COc1ccc(NC(=O)CN(C)S(=O)(=O)c2ccc(Br)s2)cc1 | -0.7% | -0.7 | 9.3% | -6.0% | -1.3% | -0.4% | ? | -2.0% | -2.7% | -5.0% | 12.9
COc1ccc(-n2nc(C(=O)N3CCCCC3)c3ccccc3c2=O)cc1 | -5.8% | -0.9 | -0.8% | 15.0% | -0.1% | 1.2% | -5.0% | -0.1% | -0.2% | -13.5% | -17.5
CCOc1ccc(NC(=O)Cn2sc3nc(C)cc(C)c3c2=O)cc1 | 29.8% | -0.7 | 5.7% | ? | 0.3% | -0.1% | · | -3.6% | -3.9% | 5.9% | 10.1
COc1cccc(OC)c1C(=O)Nc1ccnn1C | · | -1.1 | ? | -2.0% | 0.0% | 2.2% | 8.8% | 0.8% | -6.8% | 1.5% | -4.1
N#CCCn1cc(C(CC(=O)c2ccccc2)C(=O)O)c2ccccc21 (stereo not drawn) | 5.2% | 1.9 | 8.1% | 2.9% | 0.3% | -2.0% | -13.9% | 1.2% | -7.9% | -6.7% | 4.6
Cc1ncc([N+](=O)[O-])n1CC(=O)NCCc1ccccc1 | -0.2% | 3.9 | -28.4% | 3.5% | -0.2% | 9.1% | 14.4% | -1.0% | -1.6% | -2.8% | -25.9
COc1ccc(-c2noc(CCCOc3ccc(Cl)cc3Cl)n2)cc1 | -5.5% | -4.5 | 19.1% | -2.2% | 0.4% | -0.5% | 17.0% | -13.0% | -1.7% | 6.8% | -10.9
COc1cccc(OCC(O)CN2CCC(Cc3ccccc3)CC2)c1 (stereo not drawn) | -2.5% | -1.5 | -12.6% | -5.6% | -0.3% | 0.6% | -19.4% | -0.5% | 0.0% | -1.4% | 1.5
O=[N+]([O-])c1cc([N+](=O)[O-])c(Oc2cc(Cl)cc(Cl)c2)cc1NN1CCCCC1 | · | · | -4.2% | 0.8% | -0.5% | · | · | -3.3% | -1.8% | 5.2% | -26.2
O=C(COC(=O)c1ccc2ncsc2c1)NC(=O)NCc1ccccc1 | 3.8% | 3.7 | 3.7% | -16.4% | -1.7% | -2.5% | -5.7% | 1.5% | 0.3% | 1.6% | 11.5
CC(=Nc1ccc(C)c(C)c1)C1=C(O)CCC1=O | -0.7% | 4.2 | -13.4% | 5.5% | 0.4% | 2.4% | -6.8% | 5.0% | -3.4% | -0.6% | 1.9
COc1cccc(OC)c1C(=O)OCc1c(-c2ccccc2)ncc2ccccc12 | · | · | 6.5% | -0.3% | 0.5% | · | · | -11.0% | -4.8% | ? | 0.1
CSc1cccc(NC(C)=O)c1 | 0.0% | 2.4 | 13.6% | -8.1% | -0.6% | 3.2% | -0.7% | 3.6% | 1.0% | -2.2% | -3.7
COc1ccc2cc(C(=O)NCc3ccco3)c(=O)oc2c1 | 5.2% | 0.9 | 24.7% | -15.4% | -0.1% | -0.3% | -1.1% | 109.4%[activator] | -2.8% | ? | -10.1
CCC(=O)Nc1c2c(nn1-c1ccccc1)CSC2 | -1.0% | 2.1 | -4.5% | -2.1% | -0.1% | 5.8% | 0.1% | 1.2% | -4.5% | 1.7% | -24.4
Cc1csc(NC(=O)c2ccco2)n1 | -1.9% | 0.9 | 11.5% | 8.1% | -0.2% | -0.3% | 2.0% | -0.3% | 0.7% | -0.7% | -1.0
Cc1nn(C)c(C)c1CNC(=O)/C=C/c1ccccc1F | 7.6% | -0.8 | -5.5% | -4.5% | 0.1% | · | 3.3% | 5.6% | -3.5% | 0.1% | 1.5
Cc1ccc(Cl)cc1NC(=O)c1ccc(Cn2cc(Cl)cn2)cc1 | -1.0% | 0.7 | -10.0% | -13.8% | -0.1% | · | 19.8% | -2.6% | -1.6% | 1.3% | 11.3
CC(=O)C(N=Nc1ccccc1)(Sc1nnc(-c2ccccc2)n1-c1ccccc1)C(C)=O | 1.8% | 0.0 | -16.0% | 0.0% | 0.4% | -2.4% | -20.6% | -1.3% | -4.5% | ? | -2.0
CCN(CCn1cccn1)C(=O)c1ccc2nc(Cc3ccc(OC)cc3)oc2c1 | 3.4% | 0.7 | -11.1% | 0.4% | -0.1% | -0.9% | -1.7% | 1.9% | 0.1% | 5.0% | -13.0

Compound activity deposited in PubChem BioAssay by National Center for Advancing Translational Sciences (NCATS).
